CHRM5 antagonist – blocks acetylcholine activation of human M5 receptor | P08912 | inhibition, % at 3 µM | AID 624040 | CHO-hM5 cells, Fluo-8 calcium fluorescence, ACh EC80 | 0.59% of 360,000 active;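 active means inhibition above a per-plate cutoff, the mean of that plate's test compounds plus 3 SD, cut at about 27% in these data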;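 further: 0% = acetylcholine EC80 with DMSO and 100% = DMSO without agonist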
Target sequence (P08912 whole entry, looked up): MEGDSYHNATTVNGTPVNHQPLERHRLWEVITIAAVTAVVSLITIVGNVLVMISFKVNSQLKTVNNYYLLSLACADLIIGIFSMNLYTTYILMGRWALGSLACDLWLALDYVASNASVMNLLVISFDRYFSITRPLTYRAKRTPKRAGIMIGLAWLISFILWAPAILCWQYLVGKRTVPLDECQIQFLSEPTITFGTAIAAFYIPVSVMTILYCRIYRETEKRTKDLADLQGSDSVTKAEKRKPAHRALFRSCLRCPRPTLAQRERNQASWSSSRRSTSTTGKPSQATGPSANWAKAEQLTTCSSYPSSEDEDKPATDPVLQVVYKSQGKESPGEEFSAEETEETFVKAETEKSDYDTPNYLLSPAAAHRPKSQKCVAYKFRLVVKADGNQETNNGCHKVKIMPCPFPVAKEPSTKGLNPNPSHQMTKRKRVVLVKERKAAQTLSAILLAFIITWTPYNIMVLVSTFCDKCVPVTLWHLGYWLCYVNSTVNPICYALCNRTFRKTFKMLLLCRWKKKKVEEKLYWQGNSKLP
CHRM4 agonist – agonists of human muscarinic M4 receptor (CHRM4); activation, % at 3 µM; P08173; CHO-K1 hM4/Gqi5, Fluo-8 calcium fluorescence; vehicle 0%, full acetylcholine response 100%; 0.14% of 360,000 active; AID 624127;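 active means activation above the run mean over all test wells plus 3 SD, cut at about 32% in these data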;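 further: peak over basal fluorescence ratio per well then scaled between controls; 0% = DMSO wells and 100% = acetylcholine at EC100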
TAAR1 agonist – agonists of human TAAR1; Q96RJ0; CHO RD-HGA16 TAAR1, Fluo-8 calcium fluorescence; vehicle wells 0%, saturating PEA agonist 100%; activation, % at 3 µM; 0.99% of 360,000 active;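 active means activation above the mean activation of all test compounds in the run plus 3 SD, cut at about 38% in these data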
Target sequence (Q96RJ0 whole entry, looked up): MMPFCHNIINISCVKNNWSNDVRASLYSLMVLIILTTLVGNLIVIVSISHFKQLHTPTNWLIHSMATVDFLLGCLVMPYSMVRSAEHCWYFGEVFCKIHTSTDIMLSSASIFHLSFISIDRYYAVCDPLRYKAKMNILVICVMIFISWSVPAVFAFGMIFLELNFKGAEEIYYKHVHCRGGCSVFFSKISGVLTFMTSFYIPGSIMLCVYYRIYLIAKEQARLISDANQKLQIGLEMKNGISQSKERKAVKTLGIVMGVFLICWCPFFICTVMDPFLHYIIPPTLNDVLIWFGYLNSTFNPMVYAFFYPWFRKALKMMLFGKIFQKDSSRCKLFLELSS
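Signal – calcium-sensitive Fluo-8 signal, excitation 470-495, emission 515-575 nm · System – RD-HGA16 (CHO) cells co-expressing Gα16 and hTAAR1 · Incubation – 17-24 h seeding, 75 min 37 °C dye, 30 min RT · Compound dosing – 3 µM single concentration · Repeats – no replicates (n 1)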
CHRM1 PAM – positive allosteric modulators of human M1 muscarinic receptor | P11229 | CHO-K1 hM1, Fluo-8 calcium fluorescence, ACh EC20; 0% = ACh EC20, 100% = maximal ACh | activation, % at 3 µM | 0.088% of 360,000 active; in the data active means activation above about 19%, passing the limit was not always enough
M1 ag – activates human CHRM1 receptor; P11229; CHO-K1 hM1, Fluo-8 calcium fluorescence, agonist mode; 0% DMSO, 100% acetylcholine EC100; activation, % at 3 µM; 0.33% of 360,000 active;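 active means activation above the run's mean compound activation plus 3 SD, cut at about 16% in these data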;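 further: peak over basal fluorescence ratio within a 140 s kinetic read after compound addition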
CHRM4 antagonist – CHRM4 antagonism in calcium assay. P08173. CHO-hM4 cells, ACh EC80, Fluo-8 calcium fluorescence. inhibition, % at 3 µM. 0.73% of 360,000 active. AID 624125;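 active means inhibition above its plate's cutoff, the mean inhibition of sample wells plus 3 SD, cut at about 27% in these data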;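 further: 0% = acetylcholine EC80 with DMSO and 100% = DMSO without agonist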
M5 ag – agonists of human muscarinic M5 receptor (CHRM5) | 0.19% of 360,000 active | P08912 | CHO-K1 hM5 cells, Fluo-8 calcium fluorescence; 0% DMSO wells, 100% maximal acetylcholine response | activation, % at 3 µM;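 active means activation above the run's mean over test compounds plus 3 SD, cut at about 23% in these data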;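 further: signal is peak over basal fluorescence ratio across the kinetic read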
CHRM1 antagonist – blocks human M1 muscarinic receptor; P11229; CHO-K1 hM1, Fluo-8 calcium fluorescence, ACh EC80 antagonist; inhibition, % at 3 µM; 1.3% of 360,000 active;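 active means percent inhibition above its own plate's cutoff, namely the mean of that plate's compound wells plus 3 SD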;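 further: peak over basal fluorescence ratio during 140 s after agonist addition; 0% = ACh EC80 plus DMSO and 100% = DMSO alone without agonist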
M5 PAM – positive allosteric modulators of human muscarinic M5 receptor | P08912 | activation, % at 3 µM | 0.3% of 360,000 active | CHO-K1 hM5, Fluo-8 calcium, ACh EC20 PAM; 0% = ACh EC20, 100% = ACh EC100;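 active means activation above the run cutoff, the mean activation of all test compounds plus 3 SD, cut at about 18% in these data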
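system = human M5 receptor in CHO-K1 cells | compound = one concentration, 3 µM final (nominal) | schedule = Post-acetylcholine fluorescence recording 140 s | signal = Fluo-8 calcium dye fluorescence, kinetic read | benchmarks = low control EC20 acetylcholine (0%), high control EC100 acetylcholine (100%) | repeats = singlicate, one well per test compound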
Numbers without * were called inactive; x = not tested or not shown.

No.	SMILES	CHRM5 antagonist	CHRM4 agonist	TAAR1 agonist	CHRM1 PAM	M1 ag	CHRM4 antagonist	M5 ag	CHRM1 antagonist	M5 PAM
1	CCOc1cccc2sc(N(CCN(CC)CC)C(=O)c3ccc(S(=O)(=O)N4CCCC4)cc3)nc12	-2	2	4	0	-6	8	-7	-6	4
2	COc1ccc2[nH]c(=O)c(CN(C(=O)c3ccncc3)C(C)C)cc2c1	2	1	3	-3	-3	8	1	13	-4
3	Cc1cc(C)n(CCCN2CCC(C(=O)Nc3cccc(-c4cccc(F)c4)c3)CC2)n1	2	19	22	-12	-2	-2	-5	26	-7
4	N#Cc1ccc(-c2nc3c4ccccc4ccn3c2Cc2ccccc2C(F)(F)F)cc1	-1	0	1	0	-3	-17	-1	-26	-3
5	CC(C)(C)NCC(=O)c1c[nH]c2ccccc12	-11	0	11	6	-2	-5	-4	-12	8
6	COc1cc(Br)c(CC2c3cc(OC)c(OC)cc3CCN2C)cc1OC (stereo unspecified)	-2	1	4	0	-6	0	0	-5	0
7	COC(=O)c1c(NC(=O)CSc2nnnn2-c2ccc3c(c2)OCO3)sc(C)c1C	10	0	3	2	-4	8	-1	-1	-4
8	CCN(CC)S(=O)(=O)c1ccc(OC)c(NC(=O)C(C)Oc2ccc3c(C)cc(=O)oc3c2)c1 (stereo unspecified)	-4	1	1	-7	-7	6	-2	16	-4
9	CC(=O)Nc1ccc(N2C(=O)C3C4CC(=O)C(c5ccccc54)C3C2=O)cc1 (stereo unspecified)	0	0	0	5	-3	12	0	-3	1
10	CCS(=O)(=O)N1Cc2ccccc2CC1C(=O)Nc1ccc(F)c(F)c1F (stereo unspecified)	4	0	-2	22	-6	-2	-4	-14	1
11	COCCNC(=O)C(C)N(c1ccc(OC)cc1)S(C)(=O)=O (stereo unspecified)	-10	0	2	11	-3	16	0	-13	2
12	CC(=O)NNC(=O)c1sc(=S)n(C)c1C	-5	1	0	10	8	0	0	-3	11
13	CC1CC(C)CN(C(=O)CCNC(=O)Cn2cnc3ccccc3c2=O)C1 (stereo unspecified)	18	-1	1	7	11	7	-3	-1	-3
14	COc1cccc(S(=O)(=O)NC2CCN(C#N)C2)c1 (stereo unspecified)	6	1	13	7	-6	2	-2	1	0
15	O=S(=O)(Nc1ccon1)c1ccc(Br)s1	2	1	3	1	-1	3	-4	-2	-9
16	Cc1ccc(-n2nc(C)cc2NC(=O)c2ccc(C)s2)cc1	20	0	3	-17	-8	46*	-12	21	-14
17	COc1ccccc1NC(=S)NC1CCCCCCCCCCC1	-5	-1	-2	0	-6	8	0	3	6
18	CCOC1=C2[C@@H](CN(S(=O)(=O)c3ccc(C)cc3)[C@H]2c2cccc3ccccc23)[C@H]2C(=O)N(CC)C(=O)[C@H]2C1	3	-1	1	-3	-8	0	1	6	-5
19	O=[N+]([O-])c1ccccc1S(=O)(=O)N1CCCC(C(F)(F)F)C1 (stereo unspecified)	7	0	-3	16	-1	1	-4	-12	-6
20	O=C(CN1CCNCC1)Nc1ccc(Oc2ccccc2)cc1	-3	4	9	7	-11	-3	-5	-1	7
21	CCCn1c(SCN2C(=O)c3ccccc3C2=O)nc2cc(Cl)ccc2c1=O	-1	1	3	6	-6	0	-2	-20	0
22	O=C(c1cc2c(ccc3ccccc32)o1)N1CCCCC1	-8	6	5	4	-1	1	9	-6	1
23	COc1ccc(S(=O)(=O)N(C)CC(=O)NC2CCCC2)cc1OC	-4	1	1	9	-2	-8	-3	-6	-1
24	O=S(=O)(/N=C(/Nc1cccc2ccccc12)c1ccccc1)c1ccccc1	8	0	-3	0	-1	-3	-2	0	-9
25	COC(=O)C[C@H]1CC[C@@H](NS(=O)(=O)c2ccccc2)[C@@H](CO)O1	8	0	1	x	x	-5	0	x	1
26	O=C(Nc1ccc(F)cc1F)N1CCN(c2ncccn2)CC1	-2	2	1	8	-4	3	2	-8	2
27	Cc1cc(C)cc(NC(=S)NCCc2ccc(S(N)(=O)=O)cc2)c1	5	0	-1	9	-7	4	-4	1	2
28	CC(=O)c1c(OCC(=O)O)ccc2c(C)cc(=O)oc12	4	1	15	1	-4	3	4	7	3
29	CS(=O)(=O)N(CC(=O)NCCSCc1ccccc1)c1ccccc1Br	7	3	4	2	-3	5	3	0	-3
30	CC(C)C1=C2CCCCC2NC(=O)N1 (stereo unspecified)	-6	2	13	5	-3	1	-2	-9	2

Reprinted at random: 2 records from the list.
No.	SMILES	CHRM5 antagonist	CHRM4 agonist	TAAR1 agonist	CHRM1 PAM	M1 ag	CHRM4 antagonist	M5 ag	CHRM1 antagonist	M5 PAM
13	CC1CC(C)CN(C(=O)CCNC(=O)Cn2cnc3ccccc3c2=O)C1 (stereo unspecified)	18	-1	1	7	11	7	-3	-1	-3
2	COc1ccc2[nH]c(=O)c(CN(C(=O)c3ccncc3)C(C)C)cc2c1	2	1	3	-3	-3	8	1	13	-4

Structures listed so far that bear a hit mark in CHRM4 antagonist:
item | SMILES | CHRM5 antagonist | CHRM4 agonist | CHRM1 PAM | M1 ag | CHRM4 antagonist | M5 ag | CHRM1 antagonist | M5 PAM
16 | Cc1ccc(-n2nc(C)cc2NC(=O)c2ccc(C)s2)cc1 | 20 | 0 | -17 | -8 | 46* | -12 | 21 | -14

The listing picks up, starting two compounds before the break.
No.	SMILES	CHRM5 antagonist	CHRM4 agonist	TAAR1 agonist	CHRM1 PAM	M1 ag	CHRM4 antagonist	M5 ag	CHRM1 antagonist	M5 PAM
29	CS(=O)(=O)N(CC(=O)NCCSCc1ccccc1)c1ccccc1Br	7	3	4	2	-3	5	3	0	-3
30	CC(C)C1=C2CCCCC2NC(=O)N1 (stereo unspecified)	-6	2	13	5	-3	1	-2	-9	2
31	Cn1ccnc1Sc1ccc(/C=N/NC(=O)c2ccccc2O)cc1[N+](=O)[O-]	-3	3	2	6	-9	-5	-3	-5	-4
32	C[C@@H](C(=O)N1CCN(c2ccccc2)CC1)N1C(=O)C2CC=CCC2C1=O (stereo partly specified)	8	2	11	3	-3	9	-2	-2	3
33	CCC1SC(C)C/C(=N/NC(N)=O)C1C (stereo unspecified)	6	5	16	8	-1	-12	-1	-10	-6
34	O=C(/C=C/c1ccc(Cl)cc1)Nc1ccc(CN2CCOCC2)cc1	8	11	8	9	-7	-7	0	-6	-4
35	Cc1nn(C(=O)c2ccco2)c(C)c1CN1C(=O)c2ccccc2C1=O	5	1	0	2	-4	0	2	4	3
36	CC(C)CN(CCCNC(=O)CN1C(=O)CSc2ccc(S(=O)(=O)N3CCOCC3)cc21)CC(C)C	-1	1	5	1	-6	2	-1	4	-5
37	CC(C)c1ccc(NC(=O)C(=O)c2cn(CC(=O)N3CCCCC3)c3ccccc23)cc1	13	3	3	-2	-6	-8	-3	12	-16
38	O=C(Cn1nnc(-c2ccc(CN3CCOCC3)cc2)n1)N1CCCc2ccccc21	4	1	9	-5	-7	21	-3	6	-7
39	COc1ccc(S(=O)(=O)c2c(N)n(Cc3ccco3)c3nc4ccccc4nc23)cc1	0	3	1	8	0	-15	2	-11	6
40	CC1(C)Cc2c(sc3[nH]c(=S)n(Cc4ccccc4)c(=O)c23)CO1	2	1	-1	-5	-3	2	5	11	0
41	CC(=O)c1ccc(S(=O)(=O)N2CCCC2)cc1	9	0	1	13	-8	-8	-3	-15	-4
42	CN(CC(=O)Nc1cc(S(=O)(=O)N2CCCC2)ccc1Cl)Cc1ccc2c(c1)OCO2	5	4	5	-9	-4	7	0	23	-3
43	O=C(CNC(=O)c1ccccc1)Nc1cccc(C(F)(F)F)c1	1	2	7	5	-4	-1	1	-3	1
44	COC(=O)c1ccc2nc(-c3cccc(Cl)c3)c(Cc3ccccc3)n2c1	4	0	-1	x	x	-8	-1	x	-4
45	CN(C(=O)c1ccco1)c1nc(-c2ccccc2)cs1	-4	0	4	6	-2	1	7	-8	6

Down the list, from the results shown:
CHRM5 antagonist, entries 38–45, in order: 4, 0, 2, 9, 5, 1, 4, -4
CHRM4 antagonist, entries 38–45, in order: 21, -15, 2, -8, 7, -1, -8, 1

Other records.
No.	SMILES	CHRM5 antagonist	CHRM4 agonist	TAAR1 agonist	CHRM1 PAM	M1 ag	CHRM4 antagonist	M5 ag	CHRM1 antagonist	M5 PAM
46	NC(=O)c1oc2ccccc2c1NC(=O)c1ccc([N+](=O)[O-])o1	12	7	3	8	-2	-2	0	-4	-6
47	COc1ccc(CNC(=O)C[C@H]2C[C@H](C(=O)N3CCCCC3)[C@@]3(CCc4ccccc4)c4[nH]c5ccc(Cl)cc5c4CCN3C2=O)cc1OC	-11	0	0	4	-2	-16	0	-10	1
48	Cc1cc(C(=O)CSc2nnnn2C)c(C)n1-c1cccc(F)c1	0	3	10	-11	-12	-2	-6	13	-6
49	O=C(N/N=C/c1c[nH]c2ccccc12)c1cc(-c2ccc3ccccc3c2)n[nH]1	2	5	1	8	-3	3	-1	-2	1
50	Cc1cccc(CSc2ccc3nnc(-c4ccccn4)n3n2)c1	6	3	1	4	0	11	5	5	2
51	O=C(NCc1ccc2c(c1)OCO2)c1ccc(CS(=O)Cc2ccc(Cl)cc2)o1 (stereo unspecified)	5	5	4	0	-2	8	0	-3	-4
52	CCCCCCCCCCOC(=O)Cn1c(COc2cccc(C)c2)[n+](C)c2ccccc21	19	0	42*	-22	9	38*	-25	36*	-20
53	CCCN(CCO)Cc1cccc(Cl)c1	-9	1	2	5	-4	-12	0	-4	1
54	CCn1c(SCC(=O)N(C(C)C)C(C)C)nnc1-c1cc2ccccc2cc1O	2	5	15	-7	-5	4	-4	-1	-4
55	Cc1nc(NC(=O)COC(=O)CCS(=O)(=O)c2ccccc2Cl)c(Cl)cc1Cl	-4	1	6	7	-11	-2	0	-9	1
56	CCc1ccccc1NC(=O)CCS(=O)(=O)c1ccc2c(c1)CCCN2C(C)=O	-2	2	0	4	-4	-4	0	-7	0
57	CCOc1ccc(-c2cn(-c3ccc(OC)cc3)c(SC)n2)cc1	0	-2	7	-3	1	-6	0	4	-7

High-throughput results (PubChem)

An excerpt, so the mix of outcomes need not match the whole.
